M5 ag: human M5 muscarinic receptor agonists, primary screen, CHO-K1 cells, Fluo-8 calcium fluorescence; CHO-K1 hM5 cells; 0% DMSO wells, 100% maximal acetylcholine response; activation, % at 3 µM; AID 624037, 2012; 360,000 tested, 0.19% active; Muscarinic acetylcholine receptor M5 (Homo sapiens), P08912;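 active = activation above the run's mean over test compounds plus 3 SD, cut at about 23% in these data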;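 also: signal is peak over basal fluorescence ratio across the kinetic read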
CRFR2-BP ag: agonists of CRF-BP/CRF-R2 complex, primary screen, cell-based, HEK293, calcium dye fluorescence, uHTS. CRF-binding protein / CRF receptor 2 complex (human). activation, % at 13.2 µM. calcium dye fluorescence (FLIPR); percent of saturating CRF peptide response. AID 588473, 2011. 350,000 tested, 0.46% active;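 active = activation of at least 50%, plus an integration ratio under a set limit after plate pattern correction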;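 also: plate controls were neutral control wells without compound for no effect and CRF at EC100 for full effect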
CHRM4 antagonist: human M4 muscarinic receptor antagonists, primary screen, CHO cells, Fluo-8 calcium fluorescence; CHO-hM4 cells, ACh EC80; inhibition, % at 3 µM; 360,000 tested, 0.73% active;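 active = inhibition above its plate's cutoff, the mean inhibition of sample wells plus 3 SD, cut at about 27% in these data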;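 also: 0% = acetylcholine EC80 with DMSO and 100% = DMSO without agonist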
Target sequence (P08173 whole entry, looked up): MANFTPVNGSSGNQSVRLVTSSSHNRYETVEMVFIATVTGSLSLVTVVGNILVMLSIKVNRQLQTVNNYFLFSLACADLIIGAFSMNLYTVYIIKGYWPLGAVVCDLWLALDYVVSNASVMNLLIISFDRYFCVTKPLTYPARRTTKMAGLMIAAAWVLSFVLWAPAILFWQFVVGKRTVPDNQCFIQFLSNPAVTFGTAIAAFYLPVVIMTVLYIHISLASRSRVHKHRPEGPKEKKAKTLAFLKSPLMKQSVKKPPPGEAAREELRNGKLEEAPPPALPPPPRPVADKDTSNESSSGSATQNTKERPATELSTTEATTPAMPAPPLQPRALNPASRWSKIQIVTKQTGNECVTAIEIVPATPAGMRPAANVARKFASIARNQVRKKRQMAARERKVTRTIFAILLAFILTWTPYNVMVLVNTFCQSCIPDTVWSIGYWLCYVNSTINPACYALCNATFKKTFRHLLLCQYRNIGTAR
CHRM1 antagonist: human M1 muscarinic receptor antagonists, primary screen, CHO-K1 cells, Fluo-8 calcium fluorescence, 1536-well; Muscarinic acetylcholine receptor M1 (Homo sapiens), P11229; CHO-K1 hM1, ACh EC80 antagonist; inhibition, % at 3 µM; 360,000 tested, 1.3% active;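 active = percent inhibition above its own plate's cutoff, namely the mean of that plate's compound wells plus 3 SD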;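 also: peak over basal fluorescence ratio during 140 s after agonist addition; 0% = ACh EC80 plus DMSO and 100% = DMSO alone without agonist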
Target sequence (P11229 whole entry, looked up): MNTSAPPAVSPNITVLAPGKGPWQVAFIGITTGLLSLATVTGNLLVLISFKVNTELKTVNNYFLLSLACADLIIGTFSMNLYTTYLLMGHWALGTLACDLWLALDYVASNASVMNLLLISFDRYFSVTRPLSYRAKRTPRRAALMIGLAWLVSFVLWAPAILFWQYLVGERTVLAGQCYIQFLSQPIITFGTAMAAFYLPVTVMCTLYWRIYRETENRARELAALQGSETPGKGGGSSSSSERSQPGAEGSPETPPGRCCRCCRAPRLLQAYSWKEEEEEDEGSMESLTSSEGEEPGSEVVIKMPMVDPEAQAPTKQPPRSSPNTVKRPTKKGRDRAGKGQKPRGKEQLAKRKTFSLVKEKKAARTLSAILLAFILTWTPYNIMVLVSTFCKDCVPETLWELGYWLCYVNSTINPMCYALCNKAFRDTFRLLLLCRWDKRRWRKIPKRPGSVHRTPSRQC
CHRM4 agonist: human M4 muscarinic receptor agonists, primary screen, CHO-K1 cells, Fluo-8 calcium fluorescence; Muscarinic acetylcholine receptor M4 (Homo sapiens), P08173; CHO-K1 hM4/Gqi5; vehicle 0%, full acetylcholine response 100%; activation, % at 3 µM; 360,000 tested, 0.14% active; AID 624127, 2012;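 active = activation above the run mean over all test wells plus 3 SD, cut at about 32% in these data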;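 also: peak over basal fluorescence ratio per well then scaled between controls; 0% = DMSO wells and 100% = acetylcholine at EC100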
CHRM5 antagonist: human M5 muscarinic receptor antagonists, primary screen, CHO cells, Fluo-8 calcium fluorescence | inhibition, % at 3 µM | CHO-hM5 cells, ACh EC80 | 360,000 tested, 0.59% active;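 active = inhibition above a per-plate cutoff, the mean of that plate's test compounds plus 3 SD, cut at about 27% in these data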;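 also: 0% = acetylcholine EC80 with DMSO and 100% = DMSO without agonist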
M4 PAM: human M4 muscarinic receptor positive allosteric modulators, primary screen, CHO-K1 cells, Fluo-8 calcium fluorescence; AID 624126, 2012; Muscarinic acetylcholine receptor M4 (Homo sapiens), P08173; 360,000 tested, 0.4% active; CHO-K1 hM4/Gqi5, ACh EC20; 0% = ACh EC20, 100% = maximal ACh; activation, % at 3 µM;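 active = activation above its plate's cutoff, the mean activation of sample wells plus 3 SD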; also: some results filed as inactive read as strong as hits
CHRM1 PAM: human M1 muscarinic receptor positive allosteric modulators, primary screen, CHO-K1 cells, Fluo-8 calcium fluorescence, 1536-well | activation, % at 3 µM | AID 588819, 2011 | Muscarinic acetylcholine receptor M1 (Homo sapiens), P11229 | CHO-K1 hM1, ACh EC20; 0% = ACh EC20, 100% = maximal ACh | 360,000 tested, 0.088% active; in the data active = activation above about 19%, passing the limit was not always enough
CHRM5 PAM: human M5 muscarinic receptor positive allosteric modulators, primary screen, CHO-K1 cells, Fluo-8 calcium fluorescence. Muscarinic acetylcholine receptor M5 (Homo sapiens), P08912. CHO-K1 hM5, ACh EC20 PAM; 0% = ACh EC20, 100% = ACh EC100. activation, % at 3 µM. 360,000 tested, 0.3% active. AID 624038, 2012;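 active = activation above the run cutoff, the mean activation of all test compounds plus 3 SD, cut at about 18% in these data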
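system = human M5 receptor in CHO-K1 cells | reagent = EC20 acetylcholine as agonist stimulus | compound dosing = single-point, 3 µM nominal | incubation = Fluo-8 loading 80 min at 37 °C plus 30 min room temperature | detection = Fluo-8 calcium dye fluorescence, kinetic read | benchmarks = low control EC20 acetylcholine (0%), high control EC100 acetylcholine (100%)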
Numbers without * were called inactive; nt = not tested or not shown. Compounds as they come; overall some 2.8% were active at least once.

| SMILES | M5 ag | CRFR2-BP ag | CHRM4 antagonist | CHRM1 antagonist | CHRM4 agonist | CHRM5 antagonist | M4 PAM | CHRM1 PAM | CHRM5 PAM |
| --- | --- | --- | --- | --- | --- | --- | --- | --- | --- |
| CS(=O)(=O)N1CCN(c2ccccc2NC(=O)c2ccc([N+](=O)[O-])o2)CC1 | 2 | -4.8 | -1 | 4 | 6 | -2 | -3 | -10 | -8 |
| Cc1cc(C(=O)N2CCCC(C)(C(=O)NS(=O)(=O)C3CC3)C2)nn1C(C)(C)C (stereo not given) | 1 | nt | 3 | -4 | 0 | 5 | 1 | -1 | 0 |
| CC(C)COC(=O)NCCCOC(=O)Nc1ccccc1 | -1 | -2.5 | 7 | -1 | 1 | 1 | -6 | 5 | 0 |
| CC(=C/c1ccccc1)/C=N/n1c(C)n[nH]c1=S | 0 | -1.4 | 1 | -5 | 0 | 4 | -6 | 0 | 2 |
| CC(C)(C)C1CCc2c(sc(NC(=O)c3ccncc3)c2C(N)=O)C1 (stereo not given) | -2 | 0.0 | -12 | -2 | 2 | 2 | -8 | -3 | -3 |
| CCOC(=O)C1=NOC(COc2ccccc2C=O)C1 (stereo not given) | 4 | -1.9 | -1 | 7 | 10 | 7 | -6 | 0 | -6 |
| CCNC(=O)c1sc(=S)n(-c2ccc(C)cc2)c1N | 0 | 0.6 | 7 | 1 | 1 | -6 | 7 | 3 | 8 |
| O=C(Nc1cc(S(=O)(=O)N2CCOCC2)ccc1N1CCCC1)c1cnccn1 | 1 | -0.1 | 2 | 0 | 1 | 1 | 3 | -1 | -2 |
| O=C(NCc1cccs1)c1nc2c(nnn2Cc2ccc(F)cc2)c(=O)[nH]1 | 4 | 1.2 | 0 | 14 | 0 | 2 | -3 | -5 | 0 |
| Cc1cc(-c2ccc(C(C)C)c(S(=O)(=O)N3CC(=O)Nc4ccccc43)c2)on1 | -2 | 4.9 | 13 | -13 | 2 | 4 | -4 | 6 | -4 |
| Cc1ccccc1OCCN1C(=O)NC2(CCCc3ccccc32)C1=O (stereo not given) | 0 | 0.7 | 3 | 5 | 1 | 3 | 7 | 0 | -1 |
| CCN(CC)S(=O)(=O)c1ccc(C)c(NC(=O)COC(=O)[C@@H]2CCCN2C(=O)c2cccs2)c1 | 2 | -1.3 | -11 | -5 | 5 | -6 | -11 | 6 | 8 |
| COc1ccc(-n2c(=S)[nH]c3cc(C(=O)Nc4cc(C(N)=O)ccc4OC)ccc3c2=O)c(OC)c1 | 0 | 3.0 | 13 | -2 | 0 | 5 | -6 | 5 | 0 |
| Cc1ccc(NC(=O)c2ccc3c(=O)n4c(nc3c2)CCC4)cc1F | 3 | 42 | 8 | -7 | 2 | 5 | -3 | 6 | -1 |
| O=C(O)c1ccc(NC(=S)NC(=O)C(c2ccccc2)c2ccccc2)cc1 | -2 | -0.2 | 11 | 5 | 1 | 16 | -6 | -2 | -4 |

(next part)
| SMILES | M5 ag | CRFR2-BP ag | CHRM4 antagonist | CHRM1 antagonist | CHRM4 agonist | CHRM5 antagonist | M4 PAM | CHRM1 PAM | CHRM5 PAM |
| --- | --- | --- | --- | --- | --- | --- | --- | --- | --- |
| Cc1cc(C(F)F)n2ncc(C(=O)NC3CCCCCC3)c2n1 | -2 | 0.2 | 1 | -5 | -2 | -7 | 8 | 7 | 5 |
| CN(C)/C=C/C(=O)c1ccc(-n2cccc2)cc1 | 0 | 0.8 | -3 | -3 | 1 | 8 | 0 | 9 | 1 |
| COc1cc(SC)ccc1C(=O)Nc1ccc(C)cc1 | -6 | -0.2 | -1 | 5 | -1 | 8 | -1 | -1 | 0 |
| O=S(=O)(/N=C(\c1ccc(F)cc1)N1CCOCC1)c1ccccc1 | 1 | 50* | -19 | -4 | 1 | -1 | 4 | 3 | -2 |
| CCc1nnc(NS(=O)(=O)c2ccc(N/C=C\C(=O)c3ccc4ccccc4c3)cc2)s1 | -2 | -0.1 | -1 | 1 | 1 | 2 | 7 | 3 | 2 |
| COc1ccc(NC2CCCN(C(=O)CCc3cn[nH]c3)C2)cc1 (stereo not given) | -1 | 0.7 | -1 | -10 | 1 | -1 | 1 | 13 | 3 |
| Cc1ccccc1C(=O)N1CCc2cc(-c3nc(NC(=O)Cc4ccc5c(c4)OCO5)sc3C)ccc21 | 0 | 1.9 | 5 | 9 | 2 | 10 | -4 | 1 | -6 |
| COc1ccc(CCn2c(O)cc3nn(-c4nc5ccccc5s4)c(=O)c-3c2C)cc1 | 3 | 0.3 | -9 | -8 | 1 | 6 | 14 | 9 | 2 |
| COc1cc(S(=O)(=O)NC2CCCCC2)ccc1Cl | -8 | -1.5 | -9 | -12 | 4 | -6 | 2 | 2 | 2 |
| CC(C)C(=O)Nc1ccc(NC(=O)CCc2ccccc2)cn1 | 2 | 1.4 | 2 | 2 | 4 | 5 | -2 | 4 | -5 |
| CCN1C(=O)c2ccccc2S(=O)(=O)c2ccc(C(=O)NCc3cccnc3)cc21 | -3 | -1.6 | 0 | -11 | 0 | -4 | -4 | 6 | 5 |
| CCCCCCn1c(=O)n2n(c1=O)C[C@]1(OC(=O)NC3CCCC3)CN(S(=O)(=O)c3ccc(C)cc3)C[C@]1(O)C2 | -2 | -0.4 | -21 | -7 | 0 | -2 | -1 | 4 | -8 |
| CCOC(=O)c1ccc(NC(=O)CCNC(=O)c2ccc([N+](=O)[O-])cc2)cc1 | 0 | -3.9 | 11 | 14 | 0 | 0 | -9 | -5 | -1 |
| O=C(Cn1[nH]c(=O)c2ccccc2c1=O)Nc1cccnc1 | 2 | 0.4 | 11 | 20 | 16 | 12 | -15 | -6 | -14 |
| O=C(CSc1nc(O)c(Cc2ccccc2)c(=O)[nH]1)Nc1nc2c(s1)CCCC2 | -4 | -0.6 | -2 | -1 | 1 | 4 | 2 | 3 | -3 |

In the list so far, 2 have an aryl thioether with sulfur outside any ring:
| SMILES | M5 ag | CRFR2-BP ag | CHRM4 antagonist | CHRM1 antagonist | CHRM4 agonist | CHRM5 antagonist | M4 PAM | CHRM1 PAM | CHRM5 PAM |
| --- | --- | --- | --- | --- | --- | --- | --- | --- | --- |
| COc1cc(SC)ccc1C(=O)Nc1ccc(C)cc1 | -6 | -0.2 | -1 | 5 | -1 | 8 | -1 | -1 | 0 |
| O=C(CSc1nc(O)c(Cc2ccccc2)c(=O)[nH]1)Nc1nc2c(s1)CCCC2 | -4 | -0.6 | -2 | -1 | 1 | 4 | 2 | 3 | -3 |

Record cards (already shown). Values in the order: M5 ag | CRFR2-BP ag | CHRM4 antagonist | CHRM1 antagonist | CHRM4 agonist | CHRM5 antagonist | M4 PAM | CHRM1 PAM | CHRM5 PAM
Profile of CCOC(=O)c1ccc(NC(=O)CCNC(=O)c2ccc([N+](=O)[O-])cc2)cc1 → 0 | -3.9 | 11 | 14 | 0 | 0 | -9 | -5 | -1
Profile of CCc1nnc(NS(=O)(=O)c2ccc(N/C=C\C(=O)c3ccc4ccccc4c3)cc2)s1 → -2 | -0.1 | -1 | 1 | 1 | 2 | 7 | 3 | 2

Next structures follow:
| SMILES | M5 ag | CRFR2-BP ag | CHRM4 antagonist | CHRM1 antagonist | CHRM4 agonist | CHRM5 antagonist | M4 PAM | CHRM1 PAM | CHRM5 PAM |
| --- | --- | --- | --- | --- | --- | --- | --- | --- | --- |
| CCc1ccccc1NC(=O)Cn1ccn(-c2ccc(OC)cc2)c(=O)c1=O | -7 | 0.8 | -4 | -3 | 2 | 6 | 4 | 5 | 0 |
| Cn1c(=O)cc(OCC(=O)Nc2ccccn2)c2ccccc21 | 1 | -0.2 | 10 | 3 | 1 | 4 | 3 | 4 | -4 |
| CC(C)(C)c1ccc(C(=O)NCC(=O)NCc2ccccn2)cc1 | 1 | 0.3 | 5 | -4 | 0 | -3 | -3 | 7 | 3 |
| CC(C)Oc1ccc(CCc2n[nH]c(=S)n2-c2ccccc2)cc1 | -1 | -2.4 | 0 | -3 | 3 | 6 | -5 | 3 | -3 |
| CCOC(=O)N1CCc2c(sc3c2c(=O)n(Cc2ccccc2)c(=O)n3CC(=O)NCCOC)C1 | -1 | 1.2 | -6 | -7 | 0 | -7 | -3 | 7 | 2 |
| CC(C)Nc1ncnc2c1cnn2Cc1ccc(Cl)cc1 | 1 | -0.7 | 1 | -6 | 12 | 7 | -3 | 1 | -7 |
| NC(=O)C1CCN(C(c2ccccc2F)c2nnnn2Cc2ccco2)CC1 (stereo not given) | -9 | 0.5 | 8 | -27 | 1 | -7 | -5 | 8 | 9 |
| CN(Cc1ccccc1)C(=O)Cn1nc(C(F)(F)F)c2c1CCC2 | -6 | 1.4 | 7 | -6 | 0 | -7 | -4 | 4 | 3 |
| CCCCNC(=O)C1(C)CCN1C(=O)c1ccncc1 (stereo not given) | 1 | nt | -11 | -3 | 1 | -6 | 5 | 3 | 0 |
| N#Cc1nc(-c2ccco2)oc1NCc1ccccc1Cl | -8 | -1.9 | 5 | -2 | 0 | 2 | -2 | 4 | 4 |
| C/C(=N/NC(=O)c1ccc(C)nc1)c1ccc2c(c1)CCCC2 | 1 | -1.5 | 3 | -8 | 2 | -1 | 22 | 6 | 5 |
| CCOc1ccc2nc(NC(=O)CSc3ccccc3)sc2c1 | -3 | 0.6 | 4 | 2 | 0 | 4 | -6 | 1 | -8 |
| COc1ccc(N2C(=O)[C@H]3[C@@H](C2=O)C2c4ccccc4C=NN2[C@H]3C(=O)C(C)(C)C)cc1 (stereo not given in full) | 0 | -0.7 | -4 | -14 | 2 | 4 | -2 | 9 | -1 |
| CCOC(=O)C1C(=O)NC(N2CCN(CC)CC2)=NC1c1ccccc1 (stereo not given) | 1 | -2.4 | -5 | -10 | -1 | -1 | -9 | 7 | 1 |
| CCOC(=O)C1=C(C)NC(=O)NC1c1c(OC)ccc2ccccc12 (stereo not given) | 3 | -2.1 | 1 | -8 | 1 | 18 | -3 | 2 | -7 |
| S=C1NC[C@H](Cc2ccccc2)N1CCCCC1CCCCC1 | -2 | -0.1 | 4 | 5 | 1 | 11 | 1 | 2 | 1 |
| O=C(Nc1nc2ccccc2s1)c1ccccc1 | 0 | 1.7 | -1 | 3 | 1 | 7 | 13 | 2 | 1 |
| O=C(Nc1nnc(-c2ccccc2F)s1)C1CCCO1 (stereo not given) | -5 | -1.4 | 3 | -18 | 1 | -3 | 0 | 12 | -13 |
